RGS8-Gao reg: RGS8-Galphao binding modulators, primary screen, biochemical, multiplexed bead flow cytometry; Guanine nucleotide-binding protein G(o) subunit alpha (Homo sapiens), P09471; actives lie on both sides; response (percent of control binding), % at 10 µM; 220,000 compounds, 0.34% hits; AID 1423, 2008; in the data active = response below about 60% or above about 140%; inactive = in between;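 note: Galphao activated as the GDP aluminium fluoride complex binding bead-coupled RGS8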
Bfl-1 Bim block: inhibitors of Bim binding to Bfl-1, primary screen, biochemical, multiplexed, bead-based flow cytometry | AID 1008, 2008 | Bim-Bfl-1 binding inhibition | 190,000 compounds, 0.12% hits | Bcl-2-related protein A1 (Homo sapiens), Q16548 | inhibition, % at 10 µM;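 note: 0% = wells without compound plus tracer and 100% = blocker peptide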
GSH fluor: compound fluorescence on glutathione beads, profiling panel, artefact control, biophysical, 488/530 nm, flow cytometry; GSH beads flow cytometry, compound fluorescence 488/530 nm; active compounds read high; fluorescence (KMESF) at 10 µM; 190,000 compounds, 0.25% hits; in the data active = fluorescence above about 89;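 note: glutathione beads carrying GST-tagged Bcl family fusion proteins plus one bare bead set; values are compound well signal with DMSO vehicle wells as background; inactives centre near 16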
Bim-Bcl-XL: inhibitors of Bim-Bcl-XL binding, primary screen, biochemical, multiplexed, bead flow cytometry, human Bcl-XL; Bcl-2-like protein 1 (Homo sapiens), Q07817; Bim peptide-Bcl-XL binding, fluorescence; inhibition, % at 10 µM; 190,000 compounds, 0.04% hits; AID 1007, 2008
ABCB1 block: ABCB1 efflux pump inhibitors, primary screen, cell-based, multiplex, flow cytometry, ABCG2 counter-screen; ATP-dependent translocase ABCB1 (Homo sapiens), P08183; CCRF-Adr cells, JC-1 efflux; inhibition, % at 6.6 µM; 190,000 compounds, 0.067% hits; in the data active = inhibition above about 40%;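 note: 0% = vehicle and 100% = reference inhibitor; higher value means more JC-1 retained so stronger ABCB1 efflux block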
Bcl-B Bim block: inhibitors of Bim-Bcl-B binding, primary screen, biochemical, multiplexed, human Bcl-2 family; inhibition, % at 10 µM; Bcl-2-like protein 10 (Homo sapiens), Q9HD36; bead-based flow cytometry, Bim peptide-Bcl-B binding; 190,000 compounds, 0.073% hits; AID 951, 2007;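 note: 0% = tracer peptide without compound and 100% = reference inhibitor peptide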
Target sequence (Q9HD36 whole entry, looked up): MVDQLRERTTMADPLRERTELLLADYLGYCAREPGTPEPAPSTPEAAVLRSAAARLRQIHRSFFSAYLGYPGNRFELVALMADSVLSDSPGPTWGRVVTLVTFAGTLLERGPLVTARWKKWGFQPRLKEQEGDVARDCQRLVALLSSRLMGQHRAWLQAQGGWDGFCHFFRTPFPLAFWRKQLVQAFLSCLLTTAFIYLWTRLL
RGS7-Gao reg: RGS7-Galphao binding modulators, primary screen, biochemical, multiplexed bead flow cytometry. Guanine nucleotide-binding protein G(o) subunit alpha (Homo sapiens), P09471. actives lie on both sides. binding response (% of control), % at 10 µM. 220,000 compounds, 0.35% hits. AID 1439, 2008; in the data active = binding response below about 49% or above about 150%; inconclusive = no clear call, values can overlap the other calls; inactive = in between;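 note: fluorescent Galphao held in activated GDP-AlF4 state binding bead-coupled RGS7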
RGS4-Gao reg: modulators of RGS4 binding to Galphao, primary screen, biochemical, multiplexed bead flow cytometry. Guanine nucleotide-binding protein G(o) subunit alpha (Homo sapiens), P09471. actives lie on both sides. binding response (% of control), % at 10 µM. 220,000 compounds, 0.33% hits. AID 1415, 2008; in the data active = binding response below about 49% or above about 150%; inactive = in between;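 note: fluorescent Galphao activated with aluminum fluoride binding bead-coupled RGS4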
Bim-Bcl-2: inhibitors of Bim-Bcl-2 binding, primary screen, biochemical, multiplexed, human Bcl-2 family | inhibition, % at 10 µM | 190,000 compounds, 0.06% hits | Apoptosis regulator Bcl-2 (Homo sapiens), P10415 | Bead-based flow cytometry, Bim peptide-Bcl-2 binding | AID 950, 2007; in the data active = inhibition above about 40%; inconclusive = no clear call, values can overlap the other calls;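 note: 0% = no compound wells with probe peptide and 100% = reference peptide inhibitor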
Bcl-W Bim block: inhibitors of Bim binding to Bcl-W, primary screen, biochemical, multiplexed, bead-based flow cytometry; Bim peptide-Bcl-W binding; inhibition, % at 10 µM; 190,000 compounds, 0.02% hits;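 note: 0% = bound tracer without compound and 100% = peptide blocker; higher means less fluorescent Bim peptide bound to Bcl-W beads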
Target sequence (Q92843 whole entry, looked up): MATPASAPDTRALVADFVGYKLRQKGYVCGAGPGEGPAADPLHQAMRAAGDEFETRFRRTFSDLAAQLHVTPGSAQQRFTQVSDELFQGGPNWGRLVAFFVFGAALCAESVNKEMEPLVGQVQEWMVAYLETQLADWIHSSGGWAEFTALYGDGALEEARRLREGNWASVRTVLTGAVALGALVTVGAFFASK
ABCG2 block: ABCG2 efflux pump inhibitors, primary screen, multiplex with ABCB1, IgMXP3 cells, flow cytometry; Broad substrate specificity ATP-binding cassette transporter ABCG2 (Homo sapiens), Q9UNQ0; JC-1 efflux; inhibition, % at 6.6 µM; 190,000 compounds, 0.1% hits; AID 1325, 2008;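 active = inhibition above 80%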;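 note: 0% = DMSO and 100% = nicardipine control wells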
Target sequence (Q9UNQ0 whole entry, looked up): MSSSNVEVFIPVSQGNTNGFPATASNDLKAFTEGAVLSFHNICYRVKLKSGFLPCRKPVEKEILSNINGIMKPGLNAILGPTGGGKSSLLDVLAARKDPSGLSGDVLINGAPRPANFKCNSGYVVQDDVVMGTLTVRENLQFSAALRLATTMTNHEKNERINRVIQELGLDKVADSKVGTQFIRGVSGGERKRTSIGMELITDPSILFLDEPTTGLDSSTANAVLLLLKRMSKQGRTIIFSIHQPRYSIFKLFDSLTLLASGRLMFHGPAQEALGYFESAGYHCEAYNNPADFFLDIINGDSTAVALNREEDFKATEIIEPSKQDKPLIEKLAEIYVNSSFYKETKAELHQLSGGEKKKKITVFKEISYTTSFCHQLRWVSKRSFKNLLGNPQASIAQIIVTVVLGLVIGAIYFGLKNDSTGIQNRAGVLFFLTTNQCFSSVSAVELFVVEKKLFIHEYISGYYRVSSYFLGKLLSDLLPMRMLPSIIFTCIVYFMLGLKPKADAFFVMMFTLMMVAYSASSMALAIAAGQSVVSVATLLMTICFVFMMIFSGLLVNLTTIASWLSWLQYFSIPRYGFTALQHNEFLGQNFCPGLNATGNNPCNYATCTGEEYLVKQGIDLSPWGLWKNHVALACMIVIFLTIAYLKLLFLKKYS
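material = IgMXP3 (ABCG2) plus far-red-tagged CCRF-Adr (ABCB1) cells | amount = 3 million cells/mL, equal mix of both lines | also added = JC-1 transporter substrate | dosing = one concentration, 6.6 µM final | schedule = 10 min at 25 °C | measured by = flow cytometric JC-1 green MFI at 530 nm | read-out basis = percent efflux inhibition, scaled nicardipine 100% to DMSO 0%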
* marks the source's active call; other numbers are inactive results; ? = inconclusive; . = no result given. Cut-off read from the data, not from the text of the source, unless noted: active = inhibition above about 40%. This is a random part of the collection; about 1.1% have a hit in one of these screens.

Results follow in this order: Bcl-B Bim block	Bfl-1 Bim block	RGS7-Gao reg	GSH fluor	Bim-Bcl-XL	ABCB1 block	RGS8-Gao reg	Bcl-W Bim block	RGS4-Gao reg	Bim-Bcl-2	ABCG2 block
- N#Cc1cc2c(nc1SCc1nc3ccccc3[nH]1)CCC2
    3	-1	96	11	-1	0.4	98	0	99	0	1
- CCOC(=O)C1CCCN(C(=O)CCCOc2cc(=O)n(C)c3ccccc23)C1 (stereo not given)
    -5	-1	97	17	-1	1.4	98	-2	96	-4	10
- COc1ccc(C(=O)N2CCCCC2)cc1S(=O)(=O)Nc1cccc(C(=O)O)c1
    -1	-2	95	11	-6	1.8	97	-3	97	-4	6
- Nc1cc(N)nc(SCC(=O)N2CCCCC2)n1
    -2	-3	99	6	-2	0.5	100	-3	100	-8	1
- CC(CCc1ccccc1)NC(=O)C1CCN(C(=O)c2sccc2-n2cccc2)CC1 (stereo not given)
    -6	-9	105	25	-3	1.0	102	3	104	-8	3
- O=C(Nc1cccnc1)c1ccccc1-c1ccccc1
    0	-4	103	17	0	-2.0	104	-2	101	-6	-5
- COc1ccccc1N1CCN(C(=O)Nc2ccc([N+](=O)[O-])cc2)CC1
    -2	2	98	12	0	.	99	-1	97	0	.
- CC(=O)Nc1cc(-c2ccc(Cl)cc2)nn1-c1ccccc1
    -3	1	105	30	-2	-0.7	106	-1	101	2	5
- Cc1ccc(-n2c(C)cc(C(=O)CN3CCOCC3)c2C)cc1
    -4	-11	95	11	-6	0.2	94	-6	96	-1	1
- Cn1c(CCN2CCOCC2)nc2cc(NC(=O)COc3ccc(Cl)cc3)ccc21
    -1	-1	100	19	-2	2.3	100	-1	99	-1	4
- O=C(c1cc(F)c(F)cc1Cl)N1CCOCC1
    -1	-9	105	6	-2	0.2	105	-1	105	-6	1
- CCO[C@H]1OC(C(=O)N2CCCCCCC2)=C[C@@H](c2coc3ccccc3c2=O)[C@@H]1CCCO
    -6	-5	104	17	0	1.6	100	0	96	-3	6
- CCN(CC(=O)Nc1ccc2c(c1)OCCO2)S(=O)(=O)c1ccc(C)cc1
    -2	-2	94	17	-3	0.2	99	-3	97	-6	1
- CC(C)CC(=O)/C(=C\c1ccc(Cl)cc1Cl)n1cncn1
    -8	-4	51	12	-5	0.5	42*	-2	48*	-1	8
- COc1ccc(S(=O)(=O)N2CCC(NC(=O)OCc3c(Cl)cccc3Cl)CC2)cc1
    -11	-12	96	29	-18	1.4	99	0	96	-13	2
- CCCS(=O)(=O)N1CCCC(C(=O)NCCN2CCOCC2)C1 (stereo not given)
    4	0	96	31	2	-0.4	100	1	98	3	2
- Nc1ccn(-c2ncc(C(F)(F)F)cc2Cl)c(=O)n1
    -1	-4	?	18	-1	-0.5	100	-1	99	0	-2
- COc1ccc(NCN2C(=O)C3C4C=CC(C4)C3C2=O)cc1 (stereo not given)
    0	-5	106	10	-1	-0.2	106	0	104	0	0
- Cc1ccc(N(C(=O)Cn2nnc3ccccc32)C(C(=O)NCc2ccco2)c2cccnc2)cc1 (stereo not given)
    -7	-9	97	13	-12	0.8	97	-6	98	-6	7
- Cc1ccccc1-n1c(Cn2c(=O)sc3ccccc32)nnc1SCC(=O)NCC1CCCO1 (stereo not given)
    -4	1	99	13	0	-0.4	97	-3	102	0	-3
- Cc1nc2cc(NC(=O)N3CC4(C)CC3CC(C)(C)C4)ccc2n1C (stereo not given)
    0	-2	105	19	0	0.1	98	0	99	-2	0
- COc1ccc(-n2cnnc2SCC(=O)Nc2cccc([N+](=O)[O-])c2)cc1
    -4	-4	102	16	0	-0.3	103	0	102	-2	2
- O=S1(=O)NC(=NCc2ccco2)c2ccccc21
    0	-4	100	13	-3	0.0	102	-3	102	-4	0
- CCCC(=NCC(=O)O)C1=C(O)C(C(=O)OC)C(C)(C)CC1=O (stereo not given)
    -2	-3	97	24	-3	0.2	94	-1	98	-9	7
- O=C1c2ccccc2-c2c1cccc2C(=O)N1CCOCC1
    -23	-13	100	27	-16	0.5	102	-18	102	-16	3
- O=C(Cn1nc(C(F)(F)F)cc1C1CC1)Nc1ccccc1F
    -11	-5	96	18	-8	0.4	103	-5	102	-17	8
- O=C(CCN1C(=O)C2C3C=CC(C3)C2C1=O)Nc1ccccn1 (stereo not given)
    -10	-15	105	23	-5	-0.1	101	0	99	-12	0
- COc1ccc(C(=O)c2ccc(Br)cc2)cc1
    -3	-3	95	16	-1	0.4	96	-1	96	-3	3
- CN1C(=O)/C(=C/c2ccccc2OCc2ccc(F)cc2)N(C)C1=S
    -6	-4	97	15	-4	-0.6	98	-5	98	-5	46
- Cc1ccc(NC(=O)C2CCCN(S(=O)(=O)c3c(C)noc3C)C2)cc1F (stereo not given)
    -3	1	106	3	1	1.7	106	4	102	-6	7
- Cc1cc(C)n(-c2cc(-c3ccccc3)nc(C)n2)n1
    -1	0	98	29	-1	0.0	99	0	98	-1	7
- Cc1ccc(P(=O)(CSC(=N)N)c2ccc(C)cc2)cc1
    -8	-7	101	10	-6	0.0	99	-2	100	-4	0
- O=C(CSc1nnc(CCc2nc3ccccc3[nH]2)n1-c1ccccc1)NCc1ccccc1
    -9	0	98	14	-5	1.0	103	-3	102	0	1
- COc1ccc(Cl)cc1NC(=O)CNc1ccccc1N1CCOCC1
    -3	-3	97	11	-1	0.2	100	0	101	-3	2
- Cc1occc1C(=O)NCCc1cccc(Cl)c1
    0	-2	106	12	-3	0.8	104	0	106	0	4
- CCCOc1ccc(S(=O)(=O)NNC(=O)c2cc3ccccc3o2)cc1
    -4	-2	95	9	-2	-0.4	106	-1	99	-3	-5
- Cc1nn(C)c(C)c1CN(Cc1nc(CCC(C)C)no1)C(C)C
    -2	-7	105	15	-5	0.8	102	-1	102	-6	3
- O=C(c1ccccc1)c1c(O)cc(-c2ccccc2)oc1=O
    -7	2	97	4	-9	-0.1	99	-3	99	-1	1
- c1ccc2[nH]c(CN3CCCCC3)nc2c1
    -7	-11	102	16	-4	0.1	102	0	99	-4	1
- Cc1ccc(CN2CCN(Cc3cnn(-c4ccc(F)cc4)c3)CC2CCO)o1 (stereo not given)
    -1	-5	99	9	-2	1.4	101	-1	102	-2	4
- CCOc1ccc2nc(NCCNC(=O)Nc3ccccc3)c(C#N)cc2c1
    -3	0	102	26	-4	-0.2	101	-5	98	0	1
- COc1cccc(C(=O)NCC(=O)N/N=C/c2cn[nH]c2-c2ccccc2)c1
    -7	-4	102	9	-11	-0.3	104	-7	102	-3	-2
- Cc1ccc(OCC(=O)NNC(=O)c2cccnc2)cc1
    -5	-9	96	57	5	0.7	96	4	95	-2	2
- COc1ccc(C2CC(c3ccc(Br)cc3)=NN2C(=O)CSC2=NCCS2)cc1 (stereo not given)
    -7	-13	98	13	-10	1.9	100	-6	100	-7	3
- C=CCOC(=O)C1=C(C)NC(=S)NC1/C=C/c1ccccc1 (stereo not given)
    -14	-9	103	15	-2	0.1	104	0	104	-8	0
- COc1ccc(-c2coc3cc(O)ccc3c2=O)cc1O
    -3	-4	98	21	-4	0.3	100	-1	97	-5	7
- Cc1cc(=O)[nH]c2cc(Cl)ccc12
    0	-3	104	31	-1	0.5	101	-3	99	-3	3
- CCOCCC(=O)Nc1cc(Cl)ccc1OC
    -6	-7	103	34	-11	0.1	103	-3	106	-4	23
- Cc1cccc(Cn2cnc3c(nnn3Cc3ccc(F)cc3)c2=O)c1
    -3	-2	99	15	1	1.9	98	-3	102	-1	4
- O=C(NCCN1CCOCC1)c1cc2sccc2n1Cc1ccc(Cl)cc1
    -4	-3	109	15	-6	2.7	102	-6	104	-4	4
- O=C(Nc1ccccc1F)c1coc(=O)c(Br)c1
    0	-2	104	12	-1	0.3	101	-2	109	-1	3
- COC(=O)c1cc(C(=O)OC)[nH]n1
    0	6	99	16	3	0.3	100	5	97	0	1
- O=C(NCc1cccnc1)Nc1ccc(F)cc1F
    -4	-11	103	28	0	0.1	102	2	104	-10	1
- N#Cc1ccccc1NC(=O)c1cccc(COc2ccc(Cl)cc2Cl)c1
    -5	0	98	5	-5	-0.2	102	-1	99	0	1
- COc1ccc(/C=C/C(=O)NCC(=O)N2CCC(N(C)CCN3CCOCC3)CC2)cc1OC
    -2	-4	98	25	0	1.0	97	0	97	3	7
- CC1(C)CCc2c([nH]c3ccccc3c2=O)O1
    -4	-1	105	15	1	0.1	105	2	96	-2	3
- COc1ccccc1NS(=O)(=O)c1cc(NC(=O)Nc2cccc(C)c2)ccc1N1CCCCC1
    -16	5	109	6	-5	-0.8	101	-2	97	-1	-9
- COc1ccc(/C=N/NC(=O)c2c([N+](=O)[O-])c(C)nn2C)cc1
    -6	0	103	8	-5	1.5	97	-2	100	0	22
- CCc1ccc(NC(=O)C(=O)NNC(=O)COc2cccc(OC)c2)cc1
    -2	-1	102	10	-7	-0.7	103	0	103	0	1
- CCn1c2ccccc2n2c(=O)c(=O)n(CC(=O)Nc3ccc(C(C)C)cc3)nc12
    -6	-14	101	13	-4	0.8	104	-3	101	-6	3
- COCCN1Cc2cccc(C(=O)NCc3cccs3)c2C1=O
    -10	-6	78	18	-3	1.7	89	0	82	-7	7
- COC(=O)c1cccc(C(=O)Nc2cnc3ccccc3c2)n1
    0	-10	101	16	3	0.3	99	5	97	0	1
- O=C(Nc1ccc2nsnc2c1)N1CCCCCC1
    1	-2	105	14	-1	0.3	102	-1	108	-5	5

Shown field by field: part of the list above.
O=C(Nc1ccccc1F)c1coc(=O)c(Br)c1
  Bcl-B Bim block: 0
  Bfl-1 Bim block: -2
  RGS7-Gao reg: 104
  GSH fluor: 12
  Bim-Bcl-XL: -1
  ABCB1 block: 0.3
  RGS8-Gao reg: 101
  Bcl-W Bim block: -2
  RGS4-Gao reg: 109
  Bim-Bcl-2: -1
  ABCG2 block: 3

COC(=O)c1cc(C(=O)OC)[nH]n1
  Bcl-B Bim block: 0
  Bfl-1 Bim block: 6
  RGS7-Gao reg: 99
  GSH fluor: 16
  Bim-Bcl-XL: 3
  ABCB1 block: 0.3
  RGS8-Gao reg: 100
  Bcl-W Bim block: 5
  RGS4-Gao reg: 97
  Bim-Bcl-2: 0
  ABCG2 block: 1
